High-throughput results: PubChem, Sanford-Burnham Center for Chemical Genomics
MPTP block: inhibitors of mitochondrial permeability transition pore | isolated mouse mitochondria, Ca2+ swelling absorbance, 30 min | inhibition, % at 10 µM | actives 1.4% (n = 360,000);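 active = inhibition of 50% or more, scaled per plate between neutral and stimulator controls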;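 note: 0% = DMSO wells given calcium and 100% = 1 mM EGTA wells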
An asterisk follows results filed as active; & = joins results of further samples.

SMILES	MPTP block
Cc1cccnc1C(NC(=O)C1CCN(CCCOc2ccccc2)CC1)c1ccc(F)cc1 (configuration not stated)	-1.0
c1cc(-c2ccc3c(c2)CCO3)n2cnnc2c1	0.5
CN(C)c1ccc(/C=C/CNC[C@H]2O[C@@H](n3ccc(N)nc3=O)[C@H](O)[C@@H]2O)cc1	-0.4
C[C@@H]1CN([C@@H](C)CO)C(=O)CCCn2nncc2CO[C@@H]1CN(C)S(=O)(=O)c1ccc2ccccc2c1	-0.1
CC[C@H](C)[C@H]1CNC(=O)C(=O)N1CC1CCN(CCCc2ccc(OC)c(OC)c2)CC1	-0.3
O=C(Nc1ccn(CCCN2CCN(Cc3ccc(F)cc3)CC2)c(=O)n1)OCc1ccccc1	-1.2
COc1cccc(-c2ccc(CN3C(C)C(=O)N(Cc4cn(Cc5ccco5)nn4)CCS3(=O)=O)cc2)c1OC (configuration not stated)	-3.0
CCN(CC)C(=O)C1=C(C)N(CCCN2CCCC2=O)C(=O)C(CC(=O)NC(c2ccccc2)c2ccccc2)C1 (configuration not stated)	-1.2
CCCCC1CC2=C(C(=O)OC(C)(C)O2)C(c2ccc(Cl)cc2)O1 (configuration not stated)	1.7
Cc1cccnc1C1=NOC(Cc2ccccc2)C(=O)N1CCOc1ccc(F)cc1 (configuration not stated)	-0.4
C[C@H]1CCCCO[C@H](CN(C)Cc2ccncc2)[C@@H](C)CN([C@@H](C)CO)C(=O)c2cc(NS(=O)(=O)c3ccccc3)ccc2O1	-0.6
CCCCNC(=O)C1(C)CCC(=O)N1C1CC1 (configuration not stated)	-0.3
CN1CCCCC1(C)C(=O)NCc1cc(Cl)ccc1F (configuration not stated)	-1.6
CCCn1c(=S)[nH]c2cc(C(=O)N3CCN(c4ccccc4)CC3)ccc2c1=O	2.1
CC1(C(=O)NCc2cccc(C(F)(F)F)c2)CCN1C1Cc2ccccc2C1 (configuration not stated)	-0.6
COc1ccc(-c2cc(N3CCN(CCO)CC3)n3nccc3n2)cc1	-0.4
Cc1cccnc1C(NC(=O)C1CCN(Cc2ccc(Cl)c(Cl)c2)CC1)c1ccc(Cl)cc1 (configuration not stated)	2.0
CC1(C)CC(=Cc2cc(O)ccc2[N+](=O)[O-])C(=O)c2ccccc21	91*
CCCC(=O)N1CCC1(C)C(=O)NCc1ccc(C(C)C)cc1 (configuration not stated)	-0.4
CCc1nc2ccc(C(=O)Nc3ccc(C(N)=O)cc3)cn2c1N(C)CCC(C)C	-0.7
COc1ccccc1Cc1c(C2CCCCC2)nc2cc(C)c(Br)c(C)n12	3.2
O=C(NCc1ccccc1Cl)c1ccc2sc([C@@H]3O[C@H](CO)[C@H](O)[C@H](O)[C@H]3O)nc2c1	1.4
COc1ccc(Cc2c(C3CCCCC3)nc3cc(C)c(Br)c(C)n23)c(C)c1	2.4
CC(C)(C)NC(=O)C1(C)CCC(=O)N1C1CCN(Cc2ccccc2)CC1 (configuration not stated)	0.7
CSc1ccccc1NC(=O)C1(C)CCN1C(=O)Cc1ccccc1Cl (configuration not stated)	0.1
SMILES	MPTP block
Cc1ccccc1CN1C(=O)CSCC1(C)C(=O)Nc1c(C)cccc1C (configuration not stated)	0.3
Cc1ccccc1CC(=O)Nc1ccc2c(c1)c(=O)n(C)n2-c1ccccc1F	1.0
Cc1cccc(C)c1NC(=O)C1C(c2ccc3c(c2)OCO3)=Nc2ccccc2N1C(=O)c1ccccc1 (configuration not stated)	1.0
COc1ccc(-c2cc(NC=O)c3ncc(-c4cccc(C(=O)NCCN(C)C)c4)n3c2)c(OC)c1	-0.4
O=C(Nc1nnc(-c2ccco2)o1)c1ccc(Br)s1	1.8
CCOC(=O)C1CCCN(C(=O)Cc2ccc(OC)c(OC)c2)CC1 (configuration not stated)	0.7
CCOC(=O)C1=C[C@@H](C2CCCC2)N(S(=O)(=O)c2ccc([N+](=O)[O-])cc2)[C@H]1c1ccccc1	2.0
CSc1ccc(OC2(C)CCN(Cc3ccccc3)C2)cc1 (configuration not stated)	0.2
COc1ccc(CCN2C(=O)c3ccccc3C2c2nnnn2C(C)C)cc1OC (configuration not stated)	-0.7
Cc1cc(C)n(CCNC(=O)[C@H]2O[C@@H](n3ccc(=O)[nH]c3=O)[C@H](O)[C@@H]2O)n1	-0.9
CCCCOCCCNC(=O)C[C@@H]1C[C@@]2(C(=O)OCC)CCCC=C2N(CCc2ccc(OC)c(OC)c2)C1=O	-1.4
CC(=O)c1ccc(Nc2nc(C(N)c3ccccc3)cs2)cc1 (configuration not stated)	2.0
O=C(Cc1cccnc1)N[C@@H]1CC[C@H](CCn2cc(Cc3ccccc3)nn2)O[C@@H]1CO	0.7
O=C(O)CSc1c(Cl)c(=O)oc2ccc(Cl)cc12	-0.3
Oc1ccc(C[C@H]2CNC(=S)N2C[C@H]2CCCN2C[C@H](Cc2ccccc2)N2C[C@H](Cc3ccc(O)cc3)N(CC3CCCCCC3)C2=S)cc1	3.8
CC(NC(=O)C1CC(=O)N(c2ccc3c(c2)OCCO3)C1)c1ccccc1 (configuration not stated)	0.0
CC(=O)N1C[C@@H](CO)[C@@H](N(C)C(=O)C2CCCCC2)C[C@H]1c1ccccc1	-0.1
CSCCC(c1nc2ccccc2[nH]1)n1c(-c2ccc3ncccc3c2)nc2ccccc21 (configuration not stated)	1.1
O=C(CCC(=O)OCCOc1ccccc1)OCCOc1ccccc1	0.0
O=C(NCc1ccccc1)C(c1ccccc1F)n1c(=O)c(-c2ccccc2)nc2ccccc21 (configuration not stated)	-0.5
Cc1ccc(S(=O)(=O)N2CC3C(=O)C[C@@H](c4ccccc4Cl)N(S(=O)(=O)c4ccc(C)cc4)C3CC2c2ccccc2)cc1 (some centres not stated)	2.6
COCCN(Cc1ccc(C)cc1)C(=O)[C@H]1O[C@@H](n2ccc(=O)[nH]c2=O)[C@H](O)[C@@H]1O	-2.5
CC(CC(=O)Nc1ccc2c(c1)c(=O)n(C)n2Cc1ccc(F)cc1)C(F)(F)F (configuration not stated)	-0.9
COC(=O)[C@@]1(Cc2ccc(OC)cc2)[C@H]2c3cc(C(=O)N4CCCC4)n(CCc4ccc(OC)c(Br)c4)c3C[C@H]2CN1C(=O)c1ccccc1	-1.9
O=C(c1cccs1)N1C[C@H](n2cc(C3CC3)nn2)[C@@H](O)C[C@@H]1c1ccccc1	1.1

Part of the list above in order of formula weight, smallest number first.
SMILES	MPTP block
CC(=O)c1ccc(Nc2nc(C(N)c3ccccc3)cs2)cc1 (configuration not stated)	2.0
Cc1ccccc1CN1C(=O)CSCC1(C)C(=O)Nc1c(C)cccc1C (configuration not stated)	0.3
Cc1ccccc1CC(=O)Nc1ccc2c(c1)c(=O)n(C)n2-c1ccccc1F	1.0
CC(CC(=O)Nc1ccc2c(c1)c(=O)n(C)n2Cc1ccc(F)cc1)C(F)(F)F (configuration not stated)	-0.9
COCCN(Cc1ccc(C)cc1)C(=O)[C@H]1O[C@@H](n2ccc(=O)[nH]c2=O)[C@H](O)[C@@H]1O	-2.5
O=C(Cc1cccnc1)N[C@@H]1CC[C@H](CCn2cc(Cc3ccccc3)nn2)O[C@@H]1CO	0.7
Cc1cccc(C)c1NC(=O)C1C(c2ccc3c(c2)OCO3)=Nc2ccccc2N1C(=O)c1ccccc1 (configuration not stated)	1.0

(cont.)
SMILES	MPTP block
Nc1ncnc2c1ncn2[C@@H]1O[C@H](C(=O)N2CCC(F)(F)CC2)[C@@H](O)[C@H]1O	-0.1
COC(=O)C1=CN(c2cccc(OCc3ccccc3)c2)C(N)=C(C#N)C1c1ccc(-c2ccccc2)cc1 (configuration not stated)	-0.4
NC(=O)c1cccc(-c2ccnc3c2CC(C(=O)NCc2ccccc2)O3)c1 (configuration not stated)	-1.3
CCN(CC)C(=O)c1cccc(-c2csc(C(O)c3ccc(OC)cc3)n2)c1 (configuration not stated)	1.7
CCOC(=O)C(=O)N(C)c1c(CC)nc2c(OCc3cccc(Cl)c3)cccn12	-1.3
COc1ccc(C)cc1S(=O)(=O)NCc1ccccn1	-2.8
NC(Cc1ccc(C(F)(F)F)cc1)c1csc(Nc2ccc(C(=O)c3ccccc3)cc2)n1 (configuration not stated)	4.9
CCc1ccc(C(O)c2ncc(-c3ccc4ccccc4c3)[nH]2)cc1 (configuration not stated)	3.4
CC(=O)C1=CCC(c2ccc(Cl)cc2)N(S(=O)(=O)c2ccc(C)cc2)C1 (configuration not stated)	-0.7&0.2
COc1cccc(S(=O)(=O)N(C)C[C@H]2OCc3cn(nn3)CCCC(=O)N([C@H](C)CO)C[C@@H]2C)c1	-0.9
CC(C)C[C@@H](CN1CCC[C@H]1CN1C(=O)C(=O)NC[C@@H]1Cc1ccccc1)N1C[C@H](Cc2ccccc2)N(CCc2ccccc2)C(=O)C1=O	-1.8
C=CCNc1nc(NCc2ccc(N(C)C)cc2)c2sc(-c3ccccc3)cc2n1	4.5
COc1ccc(N2CCCC2=O)cc1S(=O)(=O)N1CCOCC1	-1.3
CC1(c2nnnn2Cc2ccccc2)CCC(=O)N1CCCn1ccnc1 (configuration not stated)	-0.6
COc1cccc(C(c2nnnn2C2CCCCC2)N2CCN(C/C=C/c3ccccc3)CC2)c1OC (configuration not stated)	0.0
COc1ccc(C(=O)NC2CC(C)(C)NC(C)(C)C2)cc1S(=O)(=O)N1CCOCC1	0.0
CCc1nc2ccc(C(=O)NCCc3ccccn3)cn2c1N(C)Cc1nccs1	-1.5
COCCCn1cc(CN2CC(N3CCN(CCO)CC3)CS2(=O)=O)nn1 (configuration not stated)	-1.9
C[n+]1ccc2[nH]c3ccccc3c2c1	-0.5
CCc1ccc(C(O)c2ncc(-c3ccccc3C)[nH]2)cc1 (configuration not stated)	2.5
COc1ccccc1C(=O)N1CCN(C(=O)[C@H]2O[C@@H](n3ccc(N)nc3=O)[C@H](O)[C@@H]2O)CC1	-1.3
Fc1cccc(Cc2c(-c3ccccc3)nc3c(Cl)cc(C(F)(F)F)cn23)c1	1.3
CNc1nc(Oc2cccc(NC(C)=O)c2)c2sccc2n1	-1.2
CCOC(=O)c1ccc(CN2CCCC(C)(C(=O)NCCOC)C2)cc1 (configuration not stated)	0.9
CC1Cc2ccccc2N1C(=O)COC(=O)c1ccco1 (configuration not stated)	0.7
SMILES	MPTP block
Cc1ccc(S(=O)(=O)N2C[C@H]3N(C(=O)OC(C)C)N(C(=O)OC(C)C)C[C@H](OC(=O)NC4CC4)[C@@]3(O)C2)cc1	-0.7
CCc1nc2ccc(C(=O)N3CCN(c4ccccc4)CC3)cn2c1N(CCC(C)C)CCN(C)C	-2.9
CC(C)Cn1cc(-c2cncc3nccn23)cn1	0.2
NC(=O)C1CCN(CC(=O)Nc2ccc3c(c2)OCO3)CC1	-0.9
Cc1cccc(-c2cc(NC=O)c3ncc(-c4cccc(C(=O)N(C)C)c4)n3c2)c1	-1.8
COCCn1c(=S)[nH]c2cc(C(=O)NC3CCCC(C)C3C)ccc2c1=O (configuration not stated)	1.1
COc1ccc(S(=O)(=O)N2CCC(C(=O)N[C@H](C(=O)NCc3ccccc3)C(C)C)CC2)cc1	-0.5
Cc1ccc(C(c2nc3ccccc3[nH]2)n2c(-c3ccccc3)nc3ccccc32)cc1 (configuration not stated)	-0.3
N#CC(C(O)c1ccccc1)N1CCOCC1 (configuration not stated)	-1.0
COc1cc(/C=C/CNC[C@H]2O[C@@H](n3ccc(N)nc3=O)[C@H](O)[C@@H]2O)ccc1O	0.2
CCC(=O)N1CCC1(C)C(=O)Nc1cccc2c1CCCC2 (configuration not stated)	1.0
O=C1Nc2ccccc2SC1=Cc1ccccc1	0.1
CCCc1cc(CN(C)C(=O)c2ccc(OC3CCN(C(C)=O)CC3)c(OC)c2)[nH]n1	-0.8
O=S1(=O)CC(N2CCN(CCO)CC2)CN1Cc1cn(Cc2cccc(C(F)(F)F)c2)nn1 (configuration not stated)	-1.4
COc1ccc(NC(=O)C2CCCN2S(=O)(=O)c2ccc3c(c2)C(C)(C)C(=O)N3C)cc1 (configuration not stated)	-0.7
CCC(c1nnnn1-c1ccc2c(c1)OCCO2)N1CCN(CC)CC1 (configuration not stated)	-0.8
CC(=O)NC(c1cccc(F)c1)c1nc(-c2ccc(C)c(C)c2)cs1 (configuration not stated)	0.3
CC1(C(=O)NS(=O)(=O)c2ccc(F)cc2F)CCN1C(=O)C1CCCCC1 (configuration not stated)	-0.1
CCN(CC)Cc1cc(Oc2ccc(O)c(CN(CC)CC)c2)ccc1O	0.2
O=C(OCc1ccc(Br)cc1)c1cc([N+](=O)[O-])ccc1N1CCOCC1	1.5
Cc1ccsc1CNC(=O)C1(C)CCCN1CC(C)C (configuration not stated)	0.5
Cc1ccccc1S(=O)(=O)NC(=O)C1(C)CCN1C(=O)CCc1ccc(Cl)cc1Cl (configuration not stated)	0.6
COc1ccc(OC)c(CN2CCN(Cc3ccc(OC)c(OC)c3OC)CC2)c1	-0.5
CCCCCCCCN1C(=O)[C@H](CC(=O)NCc2ccc(OC)c(OC)c2)C[C@@]2(C(=O)OCC)CCC=C12	-1.2

Fetched by compound from above (four):
SMILES	MPTP block
COc1ccc(S(=O)(=O)N2CCC(C(=O)N[C@H](C(=O)NCc3ccccc3)C(C)C)CC2)cc1	-0.5
Cc1ccc(S(=O)(=O)N2C[C@H]3N(C(=O)OC(C)C)N(C(=O)OC(C)C)C[C@H](OC(=O)NC4CC4)[C@@]3(O)C2)cc1	-0.7
CCCCCCCCN1C(=O)[C@H](CC(=O)NCc2ccc(OC)c(OC)c2)C[C@@]2(C(=O)OCC)CCC=C12	-1.2
COc1cc(/C=C/CNC[C@H]2O[C@@H](n3ccc(N)nc3=O)[C@H](O)[C@@H]2O)ccc1O	0.2

Among those listed so far, these contain a furan ring, fused or not:
SMILES	MPTP block
COc1cccc(-c2ccc(CN3C(C)C(=O)N(Cc4cn(Cc5ccco5)nn4)CCS3(=O)=O)cc2)c1OC (configuration not stated)	-3.0
O=C(Nc1nnc(-c2ccco2)o1)c1ccc(Br)s1	1.8
CC1Cc2ccccc2N1C(=O)COC(=O)c1ccco1 (configuration not stated)	0.7

Some of the compounds tested. The share of hits here may be higher or lower than overall.
